Akt phos inh – HTS Assay for Inhibitors of Akt Phophorylation: Primary Screen. Neuro2A IGF-stimulated pAkt S473 HTRF, 20 min; hits give low values. activity change, % for hits at 50 µM. 0.32% of 360,000 active. AID 651550, 2012; in the data active = activity change below about -80%; inconclusive = mostly about -51% to -80%; note: % is set by controls: 0 for no effect and ±100 for the full control effect
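Single-point screen (50 µM final compound) in Neuro2A cells stimulated 20 min with 6 nM IGF at 37 deg C. After lysis, Ser473-phosphorylated Akt read by HTRF (ex 330 nm, em 615/665 nm) as the 665/615 ratio.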
Nrf2 activator – qHTS of Nrf2 Activators | AREc32 ARE-luciferase reporter (MCF7-derived line), luminescence, 24 h | Potency, µM (top dose mostly 46.1 µM), for the others: top-dose activation, actives largely listed as activators | 0.31% of 410,000 active | AID 624171, 2012; note: potency is the fitted concentration of half-maximal effect; % of control where 0% means no effect; nearly all actives have a fitted effect of over 65% in size
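AREc32 cells carrying an ARE-driven firefly luciferase reporter were seeded at 1000 cells/well in OPTI-MEM with 5% FBS, then exposed to compound for 24 hr at 37 deg C. Luminescence was read with Steady-Glo after 30 min at RT.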
CCT chaperon mod – High-Throughput Screening for Modulators of Cytosolic Chaperonin Activity; purified chaperonin ATPase assay, HTRF ADP detection, 30 min; activity change, % (no concentration beside the values), hits read low; 0.3% of 360,000 active; AID 651819, 2012; in the data active = activity change below about -30%; note: % is set by controls: 0 for no effect and ±100 for the full control effect
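Nucleotide hydrolysis assay: TRiC at 20–40 nM final (set by batch activity) with 10 uM ATP, 30 min at 37 °C, in presence of 76 uM compound. Detection by competitive ADP HTRF, 30 min ambient.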
Mm-Cpn inhibitor – Inhibitors of TCP-1 ring complex (TRiC) of Methanococcus maripaludis (MmCpn): qHTS. Chaperonin Mm-Cpn (Methanococcus maripaludis). purified Mm-Cpn ATPase, ADP Transcreener TR-FRET. Potency, µM (top dose mostly 76.9 µM), for the others: at the top dose activity, negative = inhibition, most hits filed as inhibitors. 0.031% of 330,000 active; note: potency is the fitted concentration of half-maximal effect; % is set by controls: 0 for no effect and ±100 for the full control effect; nearly all actives have a fitted effect of over 80% in size
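Quantitative HTS used 25 nM Mm-CPN and 10 uM ATP in magnesium/KCl Tris buffer, pH 7.4, with 1 mM DTT. Hydrolysis ran 30 min at 37°C; ADP was read by HTRF.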
HepG2 tox – qHTS for Inhibitors of TGF-b: Cytotox Counterscreen | Potency, µM (top dose mostly 46.1 µM), without a hit: at the top dose activity change, negative = cytotoxicity, hits mostly cytotoxic | 0.76% of 410,000 active | HepG2 CAGA-GFP viability, ATP luminescence, 18 h; note: potency is the fitted concentration of half-maximal effect; some results filed as inactive show a strong effect at the top dose
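HepG2 CAGA-GFP cells (1000/well, DMEM with 1% FBS) received compound, then TGF-beta at 500 pg/mL final, and were incubated 18 hours at 37 degrees C. Viability was read by CellTiter-Glo luminescence. Media-only wells were set as complete cell-killing and DMSO as no toxicity.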
Nrf2 block – Nrf2 qHTS screen for inhibitors. AID 504444, 2011. A549 ARE-Fluc reporter, luciferase luminescence, 18-24 h. Potency, µM (series often up to 46 µM), for inactives: at the top dose activity change, negative = inhibition, usual class: inhibitors. 2.1% of 360,000 active; note: potency is the fitted concentration of half-maximal effect; % is set by controls: 0 for no effect and ±100 for the full control effect; nearly all actives have a fitted effect of over 60% in size
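Nrf2 activity is the BugLite luminescence, read 15 min after reagent at room temperature, following CellTiter-Fluor cytotoxicity readout (30 min, 37C). Compound titrations were applied for 18-24 h to 5000 A549 ARE_Fluc cells/well in 5% FBS OPTI-MEM.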
S2 tox – Viability Counterscreen for Primary qHTS for Inhibitors of ATXN expression; S2 cells (HEK-293 line with an ATXN2-luciferase reporter) viability, CellTiter-Fluor protease fluorescence, 24 h; Potency, µM (doses to about 56.7 µM), usual class: cytotoxic; 0.49% of 400,000 active; AID 651635, 2014; note: potency is the fitted concentration of half-maximal effect; nearly all actives have a fitted effect of over 40% in size
A549 viability – Nrf2 qHTS screen for inhibitors: counterscreen for cytotoxicity. A549 ARE-Fluc cells, CellTiter-Fluor viability, 18-24 h. Potency, µM (highest dose often 46 µM), for the others: top-dose activity change, negative = cytotoxicity, hits mostly inhibitors. 0.16% of 390,000 active; note: potency is the fitted concentration of half-maximal effect; % is set by controls: 0 for no effect and ±100 for the full control effect
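A549 ARE_Fluc cells in 5% FBS OPTI-MEM were exposed to compounds in concentration-response for 18-24 h at 37 deg C. Viability was read by CellTiter-Fluor fluorescence (Ex 405/Em 525) after 30 min, before the luciferase read.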
TGFb inhibitor – qHTS for Inhibitors of TGF-b. HepG2 CAGA-GFP TGF-b/SMAD3 reporter, GFP fluorescence, 18 h; TGF-beta stimulated, 500 pg/mL final. Potency, µM (doses to about 46.1 µM), for the others: top-dose activity, negative = inhibition, most hits filed as inhibitors. 1.2% of 410,000 active; note: potency is the fitted concentration of half-maximal effect; % is set by controls: 0 for no effect and ±100 for the full control effect; nearly all actives have a fitted effect of over 65% in size
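HEPG2 CAGA-GFP, 1000 cells/well; 2 h settle, 37 C; cpd via pin tool; TGF-b 500 pg/mL final; 18 h, 37 C; GFP imaging ex488/em500-530; %Activity normalised to -TGF-b and +DMSO controls; CRC fit, curve class.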
Active calls of the source: *; i = inactive; ? = inconclusive; . = no result given; [ ] = remark or other dose. Unless noted, calls come from the whole dose curve; as a rule, active = well fitted curve in the direction sought with a large enough effect; inconclusive = small, poorly fitted or top-dose-only effect, or another doubt; inactive = no such curve, though single readings can be large; an effect the other way counts as inactive or inconclusive.

SMILES	Akt phos inh	Nrf2 activator	CCT chaperon mod	Mm-Cpn inhibitor	HepG2 tox	Nrf2 block	S2 tox	A549 viability	TGFb inhibitor
Cc1ccc(NCc2nnc(SCC(=O)Nc3ccccc3)n2CC2CCCO2)c(C)c1 (stereo unspecified)	i	0.1%	0.4	-1%	-28%	6%	i	-5%	0%
Cc1ccc(C2Nc3cccc4cccc(c34)N2)cc1	i	-0.1%[9.22 µM]	-0.4	0%	-9%	11%	i	0%	-1%
CN(C)CCNC(=O)c1cccc(S(=O)(=O)Nc2ccccc2F)c1	i	0.2%	-0.1	1%	-10%	-7%	i	0%	-2%
O=C(OCC(=O)N(CCc1ccccc1)Cc1ccccc1)c1ccccc1O	i	2.6%	0.7	1%	2%	14%	i	1%	2%
CCC(=O)Nc1nnc(SCc2ccc(F)cc2)s1	i	0.5%	0.2	1%	4%	.	?	-8%	-10%
O=C(NCc1ccco1)c1nc2c(nnn2Cc2cccc(Cl)c2)c(=O)[nH]1	i	0.3%	-6.1	-1%	-21%	?	i	-10%	?
CCCc1[nH]n(-c2ccc([N+](=O)[O-])cc2)c(=O)c1C=NCCc1ccc(OC)c(OC)c1	i	-0.1%	-0.1	?	-7%	?	i	-3%	11%
O=C1CC(c2ccc3c(c2)OCO3)C2=C(CCCC2=O)N1 (stereo unspecified)	i	-0.6%	-1.2	1%	7%	.	i	-1%	13%
CCOC(=O)c1c(C)[nH]c(C)c1C(=O)CSc1nnc(-c2ccc(OC(F)F)cc2)o1	i	-0.3%	-0.1	-3%	-35%	?	?	?	-30%
O=C(Cc1n[nH]c(=O)c2ccccc12)NCc1ccccc1	i	-1.0%	-1.3	-2%	6%	-14%	i	-1%	9%
O=C(c1cccc([N+](=O)[O-])c1)N1CCN(C/C=C/c2ccccc2)CC1	i	0.3%	-8.7	1%	7%	8%	i	1%	?
Cc1cc(S(=O)(=O)NCCCn2ccnc2)c(C)cc1Cl	i	0.2%[9.22 µM]	-3.7	2%	2%	4%	i	9%	8%
CCN(c1cccc2ccccc12)S(=O)(=O)c1cccs1	i	3.8%	-1.9	-4%	-34%	1%	i	4%	?
CCCOC(=O)c1c(NC(=O)/C=C/c2cnn(C)c2C)sc(C(=O)OCC)c1C	i	0.2%	-0.2	-5%	-3%	-2%	i	-5%	0%
C/C(=N\NC(=O)C1(C)CC1(Br)Br)c1cccc(NC(=O)C(C)(C)C)c1 (stereo unspecified)	i	-0.6%	-0.9	1%	0%	-1%	i	-8%	-2%
CCOc1ccccc1CN1CCNC(=O)C1CC(=O)N(C)CCc1cnn(C)c1 (stereo unspecified)	i	-0.3%	-4.9	-4%	15%	-4%	i	-2%	19%
S=C(N/N=C/c1cccc2ccccc12)Nc1cccc(Cl)c1	i	2.6%	-1.0	-6%	-10%	8%	i	1%	?
CC1(C)Cc2c(sc(NC(=O)C(=O)N3CCCCC3)c2C(N)=O)CO1	i	2.0%	-1.2	-4%	8%	-1%	i	0%	2%
CCOc1ccc(S(=O)(=O)Nc2cccc(C(=O)N3CCN(c4ccc(OC)cc4)CC3)c2)cc1	i	0.4%	-15	3%	-20%	?	i	-4%	-16%
O=C(O)c1nn(CCOc2cccc(Cl)c2)c(=O)c2ccccc12	i	5.4%	3.4	2%	4%	?	i	2%	3%
Cc1ccc(C(=O)NCC(=O)OCn2nnc3ccccc3c2=O)cc1	i	0.2%	0.4	1%	8%	-10%	i	5%	14%
CCN(C[C@H]1N[C@@](Cc2ccccc2)(C(=O)OC)[C@H]2C(=O)N(C)C(=O)[C@@H]12)C(=O)NC(C)C	i	-0.7%	-3.6	2%	-3%	11%	i	-4%	20%
Cc1ccccc1N/N=C/c1sc(=O)n(Cc2cccc(C(=O)O)c2)c1Cl	i	11%	0.2	-2%	5%	-19%	?	-14%	-19%
O=C(NC1CCCCC1)C(c1cccs1)N(C(=O)c1ccco1)c1ccc2c(c1)OCCO2 (stereo unspecified)	i	2.5%	1.1	0%	-1%	4%	i	0%	7%
COc1ccc(S(=O)(=O)NCC(=O)N(CC(=O)NCC2CCCO2)c2ccccc2C)cc1 (stereo unspecified)	i	-0.3%	0.9	1%	20%	-1%	i	4%	10%

Next section.
SMILES	Akt phos inh	Nrf2 activator	CCT chaperon mod	Mm-Cpn inhibitor	HepG2 tox	Nrf2 block	S2 tox	A549 viability	TGFb inhibitor
CCCc1cc(N2CCN(C(=O)c3ccco3)CC2)n2c(nc3ccccc32)c1C#N	i	-0.4%	1.3	-3%	-2%	?	i	-10%	4%
CCc1c(C)[nH]c2c(C)cccc2c1=O	i	-0.2%	-1.5	-3%	10%	-18%	i	-7%	48%[activator]
O=C(O)CCn1c2ccccc2c2nc3ccccc3nc21	i	0.2%	-0.2	-5%	-6%	?	i	-19%	3%
N#Cc1ccccc1S(=O)(=O)N1CCN(c2ccc(S(=O)(=O)N3CCOCC3)cn2)CC1	i	1.2%	1.5	-1%	-17%	?	i	5%	-9%
O=C(O)CNC(=O)/C(=C\c1ccc2c(c1)OCO2)NC(=O)c1ccc(Br)cc1	i	-0.6%	2.7	-3%	4%	6%	i	1%	0%
Cc1ccc2oc3c(c(=O)c2c1)C(c1ccccc1F)N(c1ccccn1)C3=O (stereo unspecified)	.	-1.2%	.	.	-13%	12%	i	-6%	6%
O=C(/C=C/c1ccc(Cl)cc1Cl)NCCSCc1ccccc1	i	-0.3%	-1.1	2%	7%	14%	i	0%	11%
CC(=O)Nc1ccc(OCC(O)Cn2c3ccccc3c3ccccc32)cc1 (stereo unspecified)	i	0.1%	-1.3	3%	-16%	12%	?	1%	?
O=C(Cc1ccc(NC(=O)C2CCCN(C(=O)CCc3ccccc3)C2)cc1)Nc1cccc(C(=O)N2CCCCC2)c1 (stereo unspecified)	i	3.9%	0.6	.	-4%	?	i	-7%	?
Cc1cccc2nc(C(=O)Nc3cccc(C(=O)NC4CC4)c3)cn12	i	2.8%	2.8	1%	-4%	?	i	-10%	24%
O=C1C(C2=NC(C(=O)O)C3C(=O)N(c4ccccc4)C(=O)C23)=C(O)c2ccccc21 (stereo unspecified)	i	-0.5%	-1.1	-13%	4%	8%	i	?	0%
CCN1CCOC(=O)C1CC(=O)Nc1cccc(OC)c1 (stereo unspecified)	.	26%	.	.	-6%	1%	i	4%	-15%
CCOC(=O)Cn1cc(C(=O)C(=O)N2CCOCC2)c2ccccc21	i	-0.7%	-1.7	-1%	-19%	0%	i	-11%	4%
Cc1ccc(C(=O)NCC(=O)OCC(=O)Nc2cccc(S(=O)(=O)N3CCCC3)c2)cc1C	i	-0.6%	-3.8	0%	-12%	5%	i	2%	1%
O=c1c(-n2cncn2)c[nH]n1-c1cccc(Cl)n1	i	0.4%	0.3	-2%	-5%	-2%	i	-5%	-9%
C=CCn1c(-c2ccc(OC)cc2)nc2ccccc21	i	2.8%	0.8	2%	-8%	0%	i	-1%	-19%
O=C(NCc1ccco1)/C(=C/c1ccc(F)cc1)NC(=O)c1ccccc1	i	-0.8%	0.0	2%	-4%	28%	i	-5%	-1%
CCCC12CN3CC(CCC)(CN(C1)C3c1c[nH]c3ccc(OC)cc13)C2=O (stereo unspecified)	.	-1.2%	.	.	7%	-16%	i	-7%	3%
CSc1ccc(/C=C/C(=O)c2c(O)cc(C)oc2=O)cc1	i	9.6%	-2.1	-1%	-21%	3%	i	-7%	-16%
CCOC(=O)c1c(CC(C)C)csc1/N=C/C1=C(O)CCCC1=O	i	?	1.8	-4%	-124%	-15%	.	0%	?
Cc1ccc(N2C(=O)CSC23C(=O)N(CC(=O)NCc2ccccc2)c2ccccc23)cc1C (stereo unspecified)	.	-0.1%	.	.	-13%	-19%	i	-11%	-17%
CCOC(=O)CNS(=O)(=O)c1ccc(F)cc1Br	.	.	.	.	-4%	15%	.	?	4%
CN(C(=O)CSc1nnc2ccccn12)C1CCS(=O)(=O)C1 (stereo unspecified)	i	-0.3%	0.8	2%	-2%	.	i	1%	3%
OCC1(Cc2ccccc2)CCN(Cc2cnc(-c3ccc(Cl)cc3)nc2)CC1	i	9.1%	-1.2	-2%	16µM*	?	i	-5%	8.9µM*
Cc1cc(C)c(C)c(S(=O)(=O)N2CCC(C(=O)NCc3cccs3)CC2)c1C	i	-0.3%	-0.2	.	-26%	.	i	.	-13%
CC(=O)Oc1oc(-c2ccccc2)nc1C=Nc1ccccc1	i	11%	-3.3	2%	-1%	-4%	i	-1%	?
CCNC(=O)C1Cc2cc(S(=O)(=O)N3CCCC3)ccc2N1C(C)=O (stereo unspecified)	i	-0.2%	0.2	1%	0%	8%	i	-11%	5%

Complete entries as entered above:
`CCCc1cc(N2CCN(C(=O)c3ccco3)CC2)n2c(nc3ccccc32)c1C#N` is listed with Akt phos inh = i; Nrf2 activator = -0.4%; CCT chaperon mod = 1.3; Mm-Cpn inhibitor = -3%; HepG2 tox = -2%; Nrf2 block = ?; S2 tox = i; A549 viability = -10%; TGFb inhibitor = 4%
`O=C(c1cccc([N+](=O)[O-])c1)N1CCN(C/C=C/c2ccccc2)CC1` is listed with Akt phos inh = i; Nrf2 activator = 0.3%; CCT chaperon mod = -8.7; Mm-Cpn inhibitor = 1%; HepG2 tox = 7%; Nrf2 block = 8%; S2 tox = i; A549 viability = 1%; TGFb inhibitor = ?
